Bioassay records from PubChem BioAssay.
PP5 inh = blocks human protein phosphatase 5 activity; actives 0.18% (n = 320,000); inhibition, % at 6.7 µM; purified PP5c, OMFP substrate fluorescence;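 active = inhibition above the campaign's mean inhibition across all tested compounds plus 3 SD, cut at about 9.5% in these data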;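 note: 0% = DMSO only and 100% = 100 µM cantharidin control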
Target sequence (P53041 whole entry, looked up): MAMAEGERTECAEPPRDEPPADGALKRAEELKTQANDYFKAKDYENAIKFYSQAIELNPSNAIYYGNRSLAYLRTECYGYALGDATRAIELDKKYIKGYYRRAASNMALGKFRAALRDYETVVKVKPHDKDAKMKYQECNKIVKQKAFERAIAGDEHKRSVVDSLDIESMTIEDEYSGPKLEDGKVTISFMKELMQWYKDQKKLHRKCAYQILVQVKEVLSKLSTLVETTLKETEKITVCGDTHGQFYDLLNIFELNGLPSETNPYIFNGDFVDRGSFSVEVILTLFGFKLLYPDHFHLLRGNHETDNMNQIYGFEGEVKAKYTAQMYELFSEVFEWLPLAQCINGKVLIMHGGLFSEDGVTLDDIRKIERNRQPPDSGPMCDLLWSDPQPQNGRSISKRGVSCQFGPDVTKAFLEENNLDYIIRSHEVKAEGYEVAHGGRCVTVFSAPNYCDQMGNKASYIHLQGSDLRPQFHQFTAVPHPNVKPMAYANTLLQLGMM
Fh CTSL1 inh = blocks F. hepatica cathepsin L1 in PFM18AAP counter-screen; recombinant F. hepatica cathepsin L1, Z-Leu-Arg-MCA fluorescence; inhibition, % at 5.96 µM; actives 0.49% (n = 300,000); AID 1906;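 active = inhibition above the mean of all tested compounds plus 3 SD, set per screening campaign, cut at about 17% in these data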;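 note: 0% = plate median of test compound wells and 100% = 1 µM Z-Phe-Ala-diazomethylketone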
Efflux pump mplx = inhibitors of Candida antifungal efflux pumps expressed in yeast | inhibition, % at 10 µM | actives 0.44% (n = 330,000) | S. cerevisiae Candida pump triplex, Nile Red efflux;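 active = plate passing quality check with inhibition over a set limit, or well fluorescence over plate mean plus 4 SD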;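 note: Nile Red retained in pooled yeast measured as flow cytometry median fluorescence; 0% = buffer negative control and 100% = Enniatin B positive control; higher means more Nile Red kept so more efflux inhibition; some compounds called inactive have numbers as strong as hits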
core dimer inh = blocks dimerization of HCV core protein | TR-FRET GST/Flag-core106 dimerization, 1536-well | inhibition, % at 5 µM | actives 0.33% (n = 300,000);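 active = inhibition above the mean of all tested compounds plus 3 SD, set per screening campaign, cut at about 45% in these data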
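Material: Tagged HCV core106 pair (GST and Flag) | Amount: GST-core106 13.5 nM, Flag-core106 17 nM | Medium: KF-containing HEPES buffer, pH 7.45, DTT, CHAPS, BSA | Reagent: Eu donor and XL665 acceptor anti-tag antibodies | Schedule: 4 h at 22.5 °C | Technique: Time-resolved FRET, ex 340 nm, em 617 and 671 nm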
procasp7 counter = activates human procaspase-7, counter-screen for procaspase-3 activators | recombinant procaspase-7, Ac-DEVD-pNA absorbance 405 nm; D23A/D198A/D206A triple mutant, cannot self-cleave; scale: DMSO 0, 5 µM enzyme 100 | activation, % at 8.5 µM | actives 0.093% (n = 330,000) | AID 463210;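 active = percent activation above the screen-wide mean plus 3 SD, cut at about 25% in these data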
Target sequence (P55210 whole entry D23A/D198A/D206A): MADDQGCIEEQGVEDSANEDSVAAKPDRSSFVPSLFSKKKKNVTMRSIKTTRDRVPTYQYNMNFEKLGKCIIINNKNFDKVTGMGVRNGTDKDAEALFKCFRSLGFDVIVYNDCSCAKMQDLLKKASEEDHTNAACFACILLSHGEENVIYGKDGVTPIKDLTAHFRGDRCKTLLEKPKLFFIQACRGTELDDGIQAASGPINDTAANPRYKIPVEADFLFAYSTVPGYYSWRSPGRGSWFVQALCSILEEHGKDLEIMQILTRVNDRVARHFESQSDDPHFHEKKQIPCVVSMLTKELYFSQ
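System: Procaspase-7 triple mutant (PC-7 D3A); measure: % activation from two-timepoint absorbance difference, scaled to controls; times: 1 h compound preincubation, 2 h substrate cleavage, 25 °C; also added: Ac-DEVD-pNA substrate, 400 µM as added; measured by: Epi-absorbance of released pNA at 405 nm, two timepoints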
JMJD2C inh = human JMJD2C demethylase inhibition; Q9H3R0; GST-JMJD2C(1-420) H3K9me3 demethylation, DELFIA europium; inhibition, % at 2.35 µM; actives 0.069% (n = 330,000);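 active = more than half of a compound's replicate wells show inhibition beyond 50%, single wells judged on their own value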;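 note: signal counts dimethyl H3K9 product captured on neutravidin plate; 0% = median of DMSO wells and 100% = 0.3 times that DMSO median; strong numbers were not always called active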
PP1 counter = counter-screen for PP5 inhibitors: inhibitors of human PP1-alpha. P62136. inhibition, % at 6.7 µM. actives 0.9% (n = 320,000). AID 2235. purified PP1alpha, OMFP fluorescence;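 active = inhibition above the mean inhibition of all tested compounds plus 3 SD, computed separately for each screening campaign, cut at about 15% in these data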
procasp3 activ = activators of human procaspase-3; P42574; recombinant procaspase-3 D3A, Ac-DEVD-pNA absorbance 405 nm; actives 0.11% (n = 330,000); activation, % at 8.5 µM; AID 463141;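 active = activation above the mean of all tested compounds plus 3 SD, cut at about 21% in these data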;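 note: 0% = DMSO alone and 100% = DMSO wells spiked with extra 5 µM PC-3 D3A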
Target sequence (P42574 whole entry D9A/D28A/D175A): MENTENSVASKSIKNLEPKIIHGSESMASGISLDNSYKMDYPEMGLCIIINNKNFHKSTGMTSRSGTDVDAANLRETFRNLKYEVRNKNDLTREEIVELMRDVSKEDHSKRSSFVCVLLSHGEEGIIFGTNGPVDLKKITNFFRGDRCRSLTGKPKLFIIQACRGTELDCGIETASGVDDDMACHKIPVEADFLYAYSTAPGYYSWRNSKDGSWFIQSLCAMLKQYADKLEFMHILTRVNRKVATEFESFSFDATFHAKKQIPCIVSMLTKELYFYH
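Assay system – Procaspase-3 D3A mutant · Benchmarks – DMSO low control, extra-enzyme high control · Technique – 405 nm absorbance of p-nitroaniline, reads at 0 and 120 min · Doses – 8.5 µM nominal · Measure – % activation between DMSO and enzyme-spiked controls · Also added – Ac-DEVD-pNA chromogenic peptide substrate · Schedule – 1 h compound preincubation, 2 h substrate hydrolysis at 25 °C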
TPT1 inh = C. albicans TPT1 enzyme inhibition; actives 0.81% (n = 300,000); recombinant caTPT1, FP RNA substrate dephosphorylation; inhibition, % at 5 µM;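 active = inhibition above the mean of all tested compounds plus 3 SD, set per screening campaign, cut at about 24% in these data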;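 note: plate controls were DMSO alone for no effect and ferristatin control at 100 nM for full effect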
Active calls of the source: *; . = not tested or not shown.

SMILES	PP5 inh	Fh CTSL1 inh	Efflux pump mplx	core dimer inh	procasp7 counter	JMJD2C inh	PP1 counter	procasp3 activ	TPT1 inh
COc1ccc(S(=O)(=O)NC2CC2)cc1C(=O)N1CCOCC1	1.6	-2	-0.1	-2	13	6	-5	5	-1
CC(C)(C)c1ccc(OC(=O)c2ccc3nsnc3c2)cc1	-1.1	1	0.1	-1	1	13	-4	2	0
CC(C)(C)OC(=O)N1CCN(C(=O)c2cccnc2Cl)CC1	-1.2	-2	0.0	-2	8	-2	-2	1	-1
O=C(Nc1ccccc1)C1CC2CCCC(C1)C2=O (stereo not given)	-2.2	0	0.0	-2	9	1	0	9	-1
O=C(CN1C(=O)CCSc2ccc(S(=O)(=O)N3CCOCC3)cc21)Nc1ccccc1Cl	1.4	1	0.0	9	-8	-21	1	8	3
Cc1ccc(C(=O)Nc2ccc3c(c2)OCCO3)c(C)c1	-1.1	2	0.1	9	-3	0	-3	7	-3
COc1cccc(-c2noc(N)c2C#N)c1	1.4	1	0.3	-1	-2	2	-2	-2	8
Cn1nnnc1Sc1ncnc2scc(-c3cccc(S(C)(=O)=O)c3)c12	1.0	.	0.2	.	2	13	-5	-2	.
CCN1CCN(C(=O)c2nn(-c3ccccc3)c(=O)c3ccccc23)CC1	0.5	-1	0.4	1	-5	10	-3	-5	-1
CCOC(=O)CNC(=O)CSc1nc(N(C)C)nc(N2CCOCC2)n1	1.8	-2	0.2	-4	1	6	7	4	-4
c1ccc(-n2nnnc2-n2nnc3ccccc32)cc1	-1.0	-2	-0.1	-5	-2	1	-1	8	1
O=S(=O)(c1ccccc1)c1cnc(-c2ccccc2)nc1N1CCCCC1	0.2	6	0.0	6	-4	-7	0	-6	-3
COc1ccc(C(=O)NCC(=O)OCc2ccc([N+](=O)[O-])cc2)cc1	-0.8	-17	0.0	-6	-1	24	-2	-2	0
CC(Sc1nnc(-c2ccncc2)n1C)C(=O)Nc1ccc(N2CCOCC2)cc1 (stereo not given)	1.6	.	0.0	.	-3	0	-1	10	.
FC(F)(Cl)c1nnc2ccc(Sc3ccccn3)nn12	-2.6	9	-0.1	-2	-2	-13	0	-9	-6
O=C(NNc1c(Cl)cccc1Cl)c1c(F)cccc1Cl	-1.3	3	0.0	4	-2	-10	-3	6	3
CCN1CCCc2cc(CN(CCN3CCOCC3)C(=S)Nc3ccccc3OC)ccc21	1.8	0	0.0	2	-20	3	3	-7	0
O=C(NNC1CC(=O)N(c2ccccc2)C1=O)c1ccc(COc2ccccc2Cl)o1 (stereo not given)	3.0	1	0.0	7	-1	33	-4	0	-1
C[n+]1cccc(CNC(=O)/C=N/O)c1	1.5	0	0.1	-4	3	28	-4	-2	-3
Cc1ccc(NC(=O)Cn2cnc3cc([N+](=O)[O-])ccc3c2=O)cc1	1.6	-3	0.1	4	9	0	-1	2	8
COc1ccc(NC2CCN(C3CC(=O)N(c4ccc(F)c(Cl)c4)C3=O)CC2)cc1 (stereo not given)	4.6	0	0.0	-4	-10	-11	3	-14	0
Cc1ccc(NC(=O)c2onc(C)c2Cl)cc1	0.0	-1	-0.1	2	3	5	3	6	-2
COCCCN1C(=O)c2ccc(C(=O)NCc3ccco3)cc2C1=O	-1.3	-5	0.2	0	-6	1	-7	-9	-4
Cc1onc(-c2ccccc2Cl)c1C(=O)NC(=S)NCc1cccnc1	1.9	-1	-0.1	-12	0	27	7	-2	-4
NC(=O)N/N=C/c1cc(Br)ccc1OCC(=O)NCc1ccccc1	3.3	-1	0.1	2	-7	-28	1	2	2
CCCCCN1CSC(=S)N(Cc2ccccc2)C1	3.9	2	-0.3	2	11	0	1	-11	2
O=C(Nc1ccccc1C(=O)N1CCN(Cc2ccccc2)CC1)c1ccccc1	-0.7	1	1.2	1	5	-3	-5	1	1
COc1ccc2cc(C(=O)C3CCCN(C(=O)CCc4cnn(C)c4)C3)ccc2c1 (stereo not given)	1.5	-1	0.0	3	-5	-6	1	5	-3
Cc1onc(-c2ccccc2)c1C(=O)N/N=C/c1cc2c(cc1Br)OCO2	2.9	1	0.4	-1	8	5	5	2	-1
CC1CCCN(C(=O)C2COc3ccccc3O2)C1 (stereo not given)	2.4	-1	0.1	-6	0	-14	-6	4	2
CC(=O)N1CCN2C(=O)C1CCCC(=O)c1cc(C3CCCCC3)ccc12 (stereo not given)	1.0	0	0.0	-5	5	1	-4	1	-1
CCNc1cc(O)ccc1C	3.7	.	0.0	.	-8	6	-3	-2	.
CC(C)C(=O)NC(Nc1ccccc1F)C(Cl)(Cl)Cl (stereo not given)	4.2	0	-0.1	0	4	-2	-2	-4	-1
COC(=O)[C@H](CCSC)NC(=O)NCc1ccc(S(N)(=O)=O)cc1	3.3	-1	-0.1	-4	4	1	3	10	-2
CC1CN(C(=O)COC(=O)c2ccc(N(C)C)cc2)CC(C)O1 (stereo not given)	-1.8	-2	-0.2	-1	17	-5	-1	8	2
Cc1ccc2nc(-c3sc4nc(C)cc(C)c4c3N)[nH]c2c1	5.8	4	0.1	-20	3	2	2	4	5
CN(C)c1ccc(C(C(=O)NC2CCCC2)N(C(=O)c2ccco2)C2CC2)cc1 (stereo not given)	1.9	2	-0.1	-3	-3	-1	-3	5	1
CCN(CC)c1ccc(/C=N/N2C(C)CCCC2C)c(O)c1 (stereo not given)	1.6	3	0.0	-3	-2	-3	-5	-4	0
CS(=O)(=O)N1CCc2cc(C(=O)N3CCCC3)ccc21	-3.0	-3	0.1	-3	7	-8	-1	-4	0
O=C(CSc1ccc(Cl)cc1)NN=C1CCCCCC1	0.6	-1	0.1	-1	2	16	5	-5	0
O=C(CCC(=O)c1ccc(F)cc1)OCc1nnc(-c2ccc([N+](=O)[O-])cc2)o1	0.8	.	-0.1	.	-13	15	-2	-10	.
Cc1cc(C(=O)N/N=C2\CC(=O)CC(C)(C)C2)c(C)n1-c1ccccc1	2.0	1	0.0	0	-12	-4	-2	-7	-1
Cc1c(CNCC(C)c2ccccc2)c(C(=O)O)c(C)n1Cc1ccccc1 (stereo not given)	0.1	0	-0.1	0	8	12	5	-1	-2
Cc1ccc(Cl)cc1NC(=O)c1ccccc1OCC(=O)N1CCOCC1	2.4	4	0.1	-13	-5	4	-1	4	0
O=S(=O)(NCC1CCN(c2ccc(S(=O)(=O)N3CCOCC3)cc2)CC1)c1ccc(F)cc1	4.6	-1	-0.2	0	2	2	8	-13	-2
CC(C)Cc1cc(C(=O)N2CCCC(C(=O)c3cc(F)ccc3F)C2)n(C)n1 (stereo not given)	2.0	-2	0.0	-3	0	2	-2	3	-4
COc1cc2nc(Nc3ccc(C)c(Cl)c3)nc(N)c2cc1OC	6.5	0	-0.1	-10	-1	1	9	-1	-2
O=C(CCCc1ccccc1)NCCc1ccc(F)cc1	3.4	0	0.0	-15	-4	12	0	-3	-1
Cc1ccc(C(=O)N2CCc3ccccc32)cc1	3.2	-2	0.2	8	-12	-2	-4	1	2
O=S1(=O)CCN(Cc2ccc(Cl)cc2)CC1	0.8	-2	-0.1	-5	2	2	-1	-1	3
Additional records:
SMILES	PP5 inh	Fh CTSL1 inh	Efflux pump mplx	core dimer inh	procasp7 counter	JMJD2C inh	PP1 counter	procasp3 activ	TPT1 inh
C/C(=N\NC(=O)CSc1nnc(C)s1)c1ccc(O)cc1	-0.2	-3	0.1	-3	2	0	-2	0	1
COc1ccc(C2NC(=O)NC(O)(C(F)(F)F)C2C(=O)c2ccc(F)cc2)cc1 (stereo not given)	-2.7	-2	0.1	0	3	22	-4	11	-4
Cc1c(CN2CCc3c([nH]c4ccccc34)C2C2CCCCC2)cnn1C (stereo not given)	2.6	-3	0.1	-4	-1	-5	2	-4	1
CCCC[C@@H]1CNC(=O)C(=O)N1CCCc1cc(OC)c(OC)c(OC)c1	2.0	-2	0.2	-5	3	9	2	-4	0
S=c1[nH]nc(COc2ccccc2)n1/N=C/c1cccs1	1.5	2	1.7	-3	-24	10	0	-19	-2
COc1ccc(C(CNC(=O)Cc2c(F)cccc2Cl)N2CCCCC2)cc1 (stereo not given)	0.5	-1	-0.1	-1	1	-4	-3	9	0
CCOC(=O)c1ccc(CNC(=O)Cn2nnc(-c3ccccc3)n2)o1	-1.9	-1	-0.1	-2	11	-29	3	7	-2
O=c1cc(CSc2nnc(-c3ccco3)o2)c2ccccc2[nH]1	-1.1	-23	-0.3	-1	-12	2	-1	17	0
Cc1ccc(C)c(NC(=O)CN(C)S(=O)(=O)c2ccccc2)c1	0.5	-2	-0.1	0	11	8	-4	1	1
Cc1cc(Cl)ccc1OCC(=O)Nc1ccccc1N1CCOCC1	2.2	2	-0.1	0	1	-3	5	-5	2

Brought forward from above: four entries, followed by the next part.
SMILES	PP5 inh	Fh CTSL1 inh	Efflux pump mplx	core dimer inh	procasp7 counter	JMJD2C inh	PP1 counter	procasp3 activ	TPT1 inh
CCOC(=O)c1ccc(CNC(=O)Cn2nnc(-c3ccccc3)n2)o1	-1.9	-1	-0.1	-2	11	-29	3	7	-2
O=c1cc(CSc2nnc(-c3ccco3)o2)c2ccccc2[nH]1	-1.1	-23	-0.3	-1	-12	2	-1	17	0
Cc1ccc(C)c(NC(=O)CN(C)S(=O)(=O)c2ccccc2)c1	0.5	-2	-0.1	0	11	8	-4	1	1
Cc1cc(Cl)ccc1OCC(=O)Nc1ccccc1N1CCOCC1	2.2	2	-0.1	0	1	-3	5	-5	2
CC1(C)C(=O)OC(C(=O)c2ccccc2)C2(CCCCC2)C1=O (stereo not given)	0.5	-2	0.2	2	5	7	-7	0	1
CCCCCCCCCCCCN1C/C(=C\C(=O)OCC)c2cc(C(F)(F)F)ccc2S1(=O)=O	3.2	5	0.1	12	-2	2	4	11	-1
CC1CCCCN1Cc1ccc(-c2nn[nH]n2)cc1 (stereo not given)	1.4	3	0.1	1	0	0	-5	8	1
COc1cc(C)c(CN2CCSCC2)cc1C	0.3	2	0.0	-6	1	3	1	-4	-5
CN(C)C(CNC(=O)c1ccc(S(=O)(=O)Nc2ccccc2F)cc1)c1ccccc1 (stereo not given)	-1.3	2	-0.1	-4	3	-14	2	-5	-1
Cc1cc(NC(=O)c2cccnc2Cl)ccc1NC(=O)c1cc2ccccc2o1	1.8	0	0.0	3	2	7	-7	-2	-3
COc1ccccc1NS(=O)(=O)c1cc(NC(=O)c2ccc(=O)[nH]c2)ccc1N1CCOCC1	2.0	-2	0.0	22	-4	9	4	-1	1
CC(CC(=O)NCc1ccc(F)cc1)c1ccccc1 (stereo not given)	2.2	-3	0.1	-4	-7	1	-3	6	2
CN(Cc1ccccc1Cl)C(=O)C1CCC(=O)N(CCc2cccc(F)c2)C1 (stereo not given)	1.2	2	0.0	-1	0	5	-4	-6	0

An unsorted share of the library, and some 2.9% of all compounds hit somewhere here.
